Screening results (PubChem BioAssay)
Lipid storage S3 – qHTS Assay for Lipid Storage Modulators in Drosophila S3 Cells. Drosophila S3 cells, BODIPY lipid droplet fluorescence, 18-24 h; cells fed with added oleic acid. 320,000 compounds, 0.64% hits. Potency in µM for hits, for the others lipid storage change, negative = inhibition, % at the top dose, mostly 46.1 µM; active means well fitted inhibition curve with a large enough effect in the signal ratio, with a control signal flat, not every such curve was filed as active; inconclusive means small, poorly fitted or top-dose-only effect, or effect the other way, or a change in a side signal; the % refers to the signal ratio
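Drosophila S3 cells loaded with oleic acid (400 uM, as added) and compounds at several concentrations; lipid droplets imaged by 488-nm laser-scanning cytometry, 500–530 nm intensity and object ratio to cell channel. Percent activity normalized to 20 uM Triacsin C.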
Lipid storage S3 cell count max – second read-out of Lipid storage S3, no call of its own (marks repeat the call); cell number change, %; measured here: cell count max response;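 cells counted by Cell Tracker Red CMTPX staining in the red channel; peak over a dose series mostly up to 46.1 µM; percent activity relative to internal control wells on each plate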
Numbers without * were called inactive; i = inactive; ? = inconclusive; . = no result given; [ ] = remark or other dose. On the % scale 0 is the no-effect control and ±100 the full control effect; potency means the concentration at half of the fitted maximal effect. This is a subset, so the mix of outcomes need not match the whole.

SMILES	Lipid storage S3	Lipid storage S3 cell count max
O=C(CCNS(=O)(=O)c1ccc2[nH]c(=O)oc2c1)NCc1ccc(F)cc1	i	6.7
O=C(NC1CCCCC1)c1ccc(CNc2ccccc2)o1	?	.
COCCn1c(SCC(=O)Nc2nc(C)cs2)nnc1C(C)C	i	21.4
O=S(=O)(N1CCOCC1)n1nnc2ccccc21	?	.
CCCCN(C(=O)C(C)(C)Oc1ccc(Cl)cc1)c1c(N)n(CCC)c(=O)[nH]c1=O	?	.
CCOc1ccc(C(=O)O/N=C(\N)c2ccccn2)cc1	-4.6%	-1.0
COc1cccc(NC(=O)CNC(=O)c2ccccc2)c1	?	.
CCOC(=O)C1CCN(S(=O)(=O)c2ccc3c(c2)CCN3C(=O)C2CCC2)CC1	i	.
CCOCCOC(=O)COc1ccc2c(-c3ccccc3)cc(=O)oc2c1	?	.
O=C(Cn1ncc2c3ccccc3n(Cc3ccccc3F)c2c1=O)N1CCN(c2ccccn2)CC1	?	.
O=c1c2ccccc2nc(-c2cccs2)n1-c1cccc2ccccc12	-8.9%	1.3
C=CCOn1c(=O)c(-c2ccc(Br)cc2)[n+]([O-])c2ccccc21	?	.
COc1ccc(N2CCN(S(=O)(=O)CCNC(=O)c3ccco3)CC2)cc1	i	.
CCn1c(CC(=O)Nc2ccccc2)nnc1SCC(=O)N1CCOCC1	17.7%	-7.1
COc1ccc(C(=O)Nc2cc3c4c(c2)CC(=O)N4CCC3)cc1	-5.1%[0.0737 µM]	1.3
Cc1ccccc1-n1c(SCc2cc(=O)n3ccccc3n2)nc2[nH]ncc2c1=O	?	.
Cn1nc(C(F)(F)F)c(-c2ccc(F)cc2)c1NC(=O)c1cccnc1	?	.
CCOc1ccccc1NC(=O)CN1C(=O)COc2ccccc21	21.1%	23.9
Cc1nnc2ccc(-c3cccc(NC(=O)Cc4cccs4)c3)nn12	-5.1%	11.2
NC(N)=NS(=O)(=O)c1ccc(NC(=S)NC(=O)c2ccc3c(c2)OCO3)cc1	5.0%	16.0
Cc1ccc(C(=O)Cn2c(C(=O)O)cc3ccccc32)cc1	?	.
COc1cccc(NC(=O)Cc2nnc(SCCOc3ccccc3)n2C)c1	?	.
CCCCCOC(=O)Cn1c(=O)oc2ccc(C)cc21	13.2%	8.5
Cn1c2c(c(=O)c3ccccc31)CCCC2	?	.

Structures from the list above that have four or more nitrogen atoms (10):
SMILES	Lipid storage S3	Lipid storage S3 cell count max
COCCn1c(SCC(=O)Nc2nc(C)cs2)nnc1C(C)C	i	21.4
O=S(=O)(N1CCOCC1)n1nnc2ccccc21	?	.
CCCCN(C(=O)C(C)(C)Oc1ccc(Cl)cc1)c1c(N)n(CCC)c(=O)[nH]c1=O	?	.
O=C(Cn1ncc2c3ccccc3n(Cc3ccccc3F)c2c1=O)N1CCN(c2ccccn2)CC1	?	.
CCn1c(CC(=O)Nc2ccccc2)nnc1SCC(=O)N1CCOCC1	17.7%	-7.1
Cc1ccccc1-n1c(SCc2cc(=O)n3ccccc3n2)nc2[nH]ncc2c1=O	?	.
Cn1nc(C(F)(F)F)c(-c2ccc(F)cc2)c1NC(=O)c1cccnc1	?	.
Cc1nnc2ccc(-c3cccc(NC(=O)Cc4cccs4)c3)nn12	-5.1%	11.2
NC(N)=NS(=O)(=O)c1ccc(NC(=S)NC(=O)c2ccc3c(c2)OCO3)cc1	5.0%	16.0
COc1cccc(NC(=O)Cc2nnc(SCCOc3ccccc3)n2C)c1	?	.

Next results
SMILES	Lipid storage S3	Lipid storage S3 cell count max
O=C(CSc1nnc(CNc2ccc(F)cc2)n1CC1CCCO1)N1CCOCC1 (centres undefined)	?	.
CCCCN(C)C(=O)c1nc2ccccn2c1CN1CCN(c2ncccn2)CC1	10.9%	2.3
N=c1oc2cc(O)ccc2cc1C(=O)Nc1ccccn1	?	.
CC(C)c1ccc(NC(=O)C2CCN(S(=O)(=O)c3ccc4c(c3)NC(=O)CO4)CC2)cc1	?	.
c1ccc(-n2nnnc2OCCOc2nnnn2-c2ccccc2)cc1	?	.
CC1(C)SCC2C(=O)N3C(CSC3(C)C)C(=O)N21 (centres undefined)	?	.
CSc1nc(C)c(CCOC(=O)c2cccc(Cl)c2)c(=O)[nH]1	-23.6%	9.5
Cc1ccc(C)c(SCC(=O)NC2CCS(=O)(=O)C2)c1 (centres undefined)	i	-4.3
Cc1ccc(CSc2nnc(-c3cccs3)n2C)cc1	-0.4%	-18.7
Cc1ccc(C)c(C(=O)CSc2nc3ccccc3c(=O)[nH]2)c1	15.2%	5.9
CCN(CC(=O)N1CCOCC1)S(=O)(=O)c1ccc(C)cc1	-15.4%	1.2
COc1ccc(S(=O)(=O)N2CCCCCC2)cc1N	?	.
COc1ccc(-c2cc(-c3c(O)c(OC)c4occc4c3OC)[nH]n2)cc1OC	?	.
CN1CCN(Cc2nc(-c3cccs3)no2)CC1c1ccccc1 (centres undefined)	8.3%	-1.6
N/C(=N\OC(=O)CCc1ccccc1)c1ccc(Br)cc1	6.0%	.
CCC(C)c1c(O)nc(SCC(=O)c2ccccc2)[nH]c1=O (centres undefined)	7.1%	14.8
COc1cccc(N2CCN(CC(=O)Nc3ccc(S(=O)(=O)N4CCCCCC4)cc3)CC2)c1	?	.
CSc1ccc(Cn2nnc(C(=O)NCc3ccccc3)c2N)cc1	?	.
CC(C)Cc1ccccc1S(N)(=O)=O	?	.
CCCCn1c(N)c(N(CC(C)C)C(=O)c2ccc(-c3ccc(C(C)=O)cc3)o2)c(=O)[nH]c1=O	13.7%	.
N/C(CC(=O)Nc1cc(C(F)(F)F)ccc1Cl)=N\O	-2.3%	-5.7
Oc1ccccc1C1=NCCNC(C(F)(F)C(F)F)=C1	?	.
CN(C)S(=O)(=O)c1ccc(NC(=O)CN2CCCC2c2ccc3c(c2)OCCCO3)cc1 (centres undefined)	?	.
Cc1cc(NC(=O)COC(=O)CCNS(=O)(=O)c2c(Cl)cccc2Cl)no1	?	.
CC(=O)Nc1ccc(OS(=O)(=O)c2c(C)cc(C)cc2C)cc1	?	.
Cc1ccc[n+](-c2nc3ccccc3nc2[N-]S(=O)(=O)c2ccccc2)c1	0.2%	15.4
Cc1cc(NC(=O)c2ccc3c(c2)OCCO3)ccc1NC(=O)c1cc2ccccc2o1	?	.
NC(=O)NC(=O)COC(=O)c1cccc(NS(=O)(=O)/C=C/c2ccccc2)c1	i	.
CCC(C)NC(=O)c1ccc(NC(=O)C2CCCO2)cc1 (centres undefined)	?	.
Cc1nc(C)c(Oc2ccc(Cl)cc2Cl)c(=O)[nH]1	4.8%	.
Cc1ccc(-n2c(=S)[nH]c3[nH]ncc3c2=O)cc1	6.1%	9.4
CCN(C(=O)COC(=O)C1CCN(S(=O)(=O)c2ccc3c(c2)OCCO3)CC1)C1CCCCC1	?	.
CC(=O)NN1C(=O)/C(=C\c2ccc(Cl)cc2)SC1=S	5.9%	3.0
COc1ccc(COC(=O)CCNC(=O)c2ccc(Cl)cc2)cc1	12.4%	11.4
CC(C)(C)c1ccc(Oc2ccc(NC(=O)C3CC=CCC3C(=O)O)cc2)cc1 (centres undefined)	?	.
COc1ccc(-n2ccnc(SCC(=O)NC3CCCCC3)c2=O)cc1	?	.
CCCc1cc(=O)oc2cc(OCC(=O)N3CCN(C(=O)C4COc5ccccc5O4)CC3)ccc12 (centres undefined)	i	-9.6
Cc1sc2nc(C3CC3)nc(N3CCN(C(=O)c4ccccc4F)CC3)c2c1C	?	.
CC1(C)CC(=O)C2=C(C1)N(CC1CCCO1)C(=O)NC2(C(F)(F)F)C(F)(F)F (centres undefined)	-7.1%	-9.4
CCN(c1ccccc1)S(=O)(=O)c1ccc(C(=O)NNC(=O)c2ccccc2F)cc1	?	.
COc1ccc(NC2CC(=O)N(C(C)C)C2=O)cc1 (centres undefined)	12.0%	.
CN(C)n1cccc1/C=C(\C#N)S(=O)(=O)c1ccc(Cl)cc1	?	.
Cc1ccccc1NC(=O)CSc1nnc(CNC(=O)c2ccc3c(c2)OCO3)n1C	?	.
COc1ccc(S(=O)(=O)N2CCCCCC2)cc1C(=O)NCCOc1ccc(C)cc1	?	.
CN1C(=O)NC(c2cccc(F)c2)C2=C1CC(C)(C)CC2=O (centres undefined)	5.5%	14.0
CCN(C(=O)COC(=O)c1cnc(C)cn1)c1c(N)n(Cc2ccccc2)c(=O)[nH]c1=O	?	.
COc1ccc(N(CC(=O)Nc2ccc3c(c2)OCCO3)S(=O)(=O)c2cccc(C)c2)cc1	i	.
O=C(NCc1nc2ccccc2[nH]1)C1=C[C@H](C2CC2)C[C@H](OCCCCO)O1	11.3%	1.1
CCCCCCCCNC(=O)c1cccnc1SCC(=O)Nc1ccc(OC)cc1OC	20.6µM*	-25.3*
Cc1ccc(C(=O)CN(C(=O)c2ccc(Cl)c(Cl)c2)N2C(=O)C3C4C=CC(C4)C3C2=O)cc1 (centres undefined)	?	.
Cc1ccc(OCCC(=O)Nc2ccc(S(=O)(=O)Nc3cc(C)nc(C)n3)cc2)cc1	24.9%[0.0737 µM]	-19.2
O=C(O)CCCC(=O)NNc1nc(-c2ccccc2)c2cc(Cl)ccc2n1	-17.2%	22.9
CC(=O)Oc1ccc(-c2cccc(C(=O)OCC(=O)N(C)c3ccccc3)c2)cc1	-2.9%	1.6
CC(C)C(=O)N1CCN(c2ccc(NC(=O)c3ccc(Br)o3)cc2)CC1	25.4%	-7.2
COc1ccc(C(=O)NC2CC2)cc1OC1CCN(Cc2cnn(C)c2C)CC1	?	.
CCOC(=O)c1c(N)nn(C(=O)C(C)C)c1-c1ccccc1	?	.
Cc1nnsc1NC(=O)OCc1ccccc1Cl	-5.6%	.
Cc1ccc(N(Cc2cc3ccc(C)cc3[nH]c2=O)C(=O)c2cccs2)cc1	?	.
Cc1cc(C)c(C#N)c(SCc2ccccc2F)n1	0.3%	14.2
CC(C)C(=O)N1CCN(S(=O)(=O)c2ccc3ccccc3c2)CC1	?	.
The list continues:
SMILES	Lipid storage S3	Lipid storage S3 cell count max
CN1CCN(S(=O)(=O)c2ccc(NC(=O)c3cccs3)cc2)CC1	?	.
COC(=O)c1ccc(NC(=O)CSc2nnc(-c3ccncc3)n2C)cc1	?	.
Cc1ccc(C)n1-c1ccc(N2CCOCC2)c(Br)c1	-2.1%	-5.3
O=c1c2cc(N3CCOCC3)ccc2[nH]c(=S)n1Cc1cccc(Cl)c1	7.1%	14.1
CCOC(=O)C1=C(c2ccccc2)NC(=O)N(C(C)=O)C1c1cccc([N+](=O)[O-])c1 (centres undefined)	?	.
O=C(O)CCC(=O)Nc1ccc2c(c1)Cc1cc(NC(=O)CCC(=O)O)ccc1-2	-8.8%	-7.2
COc1ccc(N2C(=O)CSC23C(=O)Nc2ccccc23)cc1 (centres undefined)	-2.0%	-4.0
Cc1ccccc1CSc1n[nH]c(NS(=O)(=O)c2ccccc2)n1	i	3.4
Cc1cc(C)cc(NC(=O)COC(=O)c2ccc(CN3CCCC3=O)cc2)c1	0.4%	1.6
CCNS(=O)(=O)c1ccc(NC(=O)Cn2nc(C(F)(F)F)cc2C)cc1	1.9%	2.1
Cc1ccc(C)c(C(=O)CCC(=O)N2CCN(c3cccc(C(F)(F)F)c3)CC2)c1	?	.
Cc1cc(=O)[nH]c(-c2ccccc2)n1	?	.
CS(=O)(=O)Cc1cc(N2CCCC2)nc(-c2ccccc2)n1	?	.
C/C(=N\NC(=O)CC(C)C)c1ccc(Cl)c(Cl)c1	?	.
O=C(NC(=S)Nc1ccccc1[N+](=O)[O-])c1ccccc1	?	.
CC(C)CC1NC2(C(=O)N(C)c3ccccc32)C2C(=O)N(C(C)C)C(=O)C12 (centres undefined)	?	.
CCCc1cc(=O)oc2cc(OCc3ccc(C(=O)O)o3)ccc12	?	.
CCCSCCCNC(=O)CC1Oc2ccccc2NC1=O (centres undefined)	-4.6%	6.2
O=C1c2cccnc2C(=O)N1c1cccc([N+](=O)[O-])c1	?	.
Cc1c(CC(=O)O)c(=O)oc2cc(OCc3ccc(F)cc3Cl)ccc12	11.1%	-5.6
CC(NC(=O)C(NS(=O)(=O)c1cccc2nsnc12)C(C)C)c1ccccc1 (centres undefined)	?	.
O=C(O)C1CCN(S(=O)(=O)c2ccc3c(c2)OCCCO3)CC1	-8.9%	6.2
CN(C)C(=S)NC(=O)C12CC3CC(C)(CC(C)(C3)C1)C2	-0.3%	11.4
COc1ccc(OC)c(NC(=O)COc2ccc(Br)cc2)c1	?	.
C/C=C/COC(=O)C1=C(C)NC(=O)NC1c1ccc2c(c1)OCO2 (centres undefined)	i	9.1
COc1ccc(CC(=O)OC(C)C(=O)Nc2ccc(S(N)(=O)=O)cc2)cc1 (centres undefined)	14.8%	28.6
CCCCCCn1c(-c2cccs2)n[nH]c1=S	?	.
O=C(N/N=C1/SCC(=O)N1Cc1ccco1)c1ccccc1F	?	.
Cc1ccc(-n2ncc3c(N4CCCC(C)C4)ncnc32)c(C)c1 (centres undefined)	?	.
O=C1/C(=C/c2cccnc2)SC(=NCc2ccccc2)N1Cc1ccccc1	?	.
COn1c2c(c3c4no[n+]([O-])c4ccc31)CCCC2	?	.
COc1ccc(C(=O)O/N=C/c2c(C(F)(F)F)nn(C)c2SCc2ccccc2Cl)cc1	?	.
CCOC(=O)c1cnn(CCOC(=O)Cc2cccs2)c1NC(=O)Cc1cccs1	20.3%	.
Cc1ccc(NC(=O)COC(=O)C2(c3ccc(Cl)cc3)CCCC2)cc1	?	.
O=C(Nc1ccc2c(c1)CCCN2C(=O)c1ccccc1)c1ccccc1Br	?	.
Cc1cc(C(C)(C)C)ccc1NC(=O)CC(C)(C)CC(=O)O	17.7%	15.4
COCCNC(=O)c1cc2cc3ccc(OC)cc3nc2o1	1.7%	5.3
